Screening results from PubChem BioAssay.
Glioma ERSR ind – induces the endoplasmic reticulum stress response in human glioma cells. AID 602332. Potency, µM, for the others: at the top dose activation, most hits filed as activators. 420,000 compounds, 0.02% hits. U87-MG GRP78 promoter luciferase reporter, 16 h; note: potency is the fitted concentration of half-maximal effect; series mostly up to about 76 µM; % of control where 0% means no effect; nearly all actives have a fitted effect of over 35% in size
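Stably transfected U87-MG glioma cells carrying a GRP78-based luciferase sensor; 16 h compound incubation. Luminescence end-point read 10 min after Bright-Glo addition at room temperature.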
Pol kappa inh – blocks human DNA polymerase kappa activity; Q9UBT6; purified Pol kappa, fluorescent DNA synthesis assay, 10 min; Potency, µM (doses to about 107 µM), without a hit: top-dose activity, negative = inhibition, usual class: inhibitors; 400,000 compounds, 0.53% hits; note: potency is the fitted concentration of half-maximal effect; % is set by controls: 0 for no effect and ±100 for the full control effect
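First, compounds were pin-transferred onto 10 nM Pol kappa. After 15 min at room temperature, substrate was added to 50 nM final. Fluorescence was then measured kinetically at 0 and 10 min.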
POLB inh – inhibitors of human DNA polymerase beta | P06746 | Pol beta primer extension/strand displacement, fluorescence kinetic | Potency, µM (top dose mostly 114 µM), inactives show at the highest dose activity change, negative = inhibition, actives largely listed as inhibitors | 340,000 compounds, 1.3% hits | AID 485314; note: potency is the fitted concentration of half-maximal effect; % is set by controls: 0 for no effect and ±100 for the full control effect
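Homogeneous kinetic assay of primer extension and strand displacement by 10 nM Pol beta, preincubated 15 min at room temperature with compound before 50 nM substrate (final) was added. Read at 0 and 10 min; four-parameter Hill fit.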
Anesthetic bind – candidate novel general anesthetic via apoferritin binding; apoferritin/1-aminoanthracene competitive binding, fluorescence; P02791; Potency, µM (series often up to 77.5 µM), for inactives: at the top dose activity change, negative = displacement, actives largely listed as inhibitors; AID 485281; 350,000 compounds, 0.074% hits; note: potency is the fitted concentration of half-maximal effect; % is set by controls: 0 for no effect and ±100 for the full control effect; nearly all actives have a fitted effect of over 20% in size
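Concentration-response curves derived by four-parameter Hill fitting of normalized fluorescence, where compounds displaced 1-AMA from 10 uM horse apoferritin following a brief 10 min room-temperature incubation; propofol titration acted as positive control.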
Pol eta inh – inhibitors of human DNA polymerase eta. Q9Y253. recombinant Pol eta, fluorescent DNA replication assay. Potency, µM (doses to about 114 µM), for inactives: at the highest dose activity change, negative = inhibition, actives largely listed as inhibitors. 390,000 compounds, 1.2% hits; note: potency is the fitted concentration of half-maximal effect; % is set by controls: 0 for no effect and ±100 for the full control effect
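Pol eta at 10 nM preincubated with compounds 15 min at room temperature; reaction started with fluorescent substrate (50 nM final) and read kinetically at 0 and 10 min.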
BLM helicase inh – blocks DNA unwinding by human BLM helicase; P54132; recombinant BLM DNA unwinding, fluorescence dequenching; Potency, µM (top dose mostly 56.1 µM), for inactives: at the top dose activity change, negative = inhibition, most hits filed as inhibitors; 350,000 compounds, 0.2% hits; AID 2528;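 note: potency is the fitted concentration of half-maximal effect; plate controls were vehicle for no effect and no enzyme for full effect; nearly all actives have a fitted effect of over 35% in size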
Target sequence (P54132 whole entry, looked up): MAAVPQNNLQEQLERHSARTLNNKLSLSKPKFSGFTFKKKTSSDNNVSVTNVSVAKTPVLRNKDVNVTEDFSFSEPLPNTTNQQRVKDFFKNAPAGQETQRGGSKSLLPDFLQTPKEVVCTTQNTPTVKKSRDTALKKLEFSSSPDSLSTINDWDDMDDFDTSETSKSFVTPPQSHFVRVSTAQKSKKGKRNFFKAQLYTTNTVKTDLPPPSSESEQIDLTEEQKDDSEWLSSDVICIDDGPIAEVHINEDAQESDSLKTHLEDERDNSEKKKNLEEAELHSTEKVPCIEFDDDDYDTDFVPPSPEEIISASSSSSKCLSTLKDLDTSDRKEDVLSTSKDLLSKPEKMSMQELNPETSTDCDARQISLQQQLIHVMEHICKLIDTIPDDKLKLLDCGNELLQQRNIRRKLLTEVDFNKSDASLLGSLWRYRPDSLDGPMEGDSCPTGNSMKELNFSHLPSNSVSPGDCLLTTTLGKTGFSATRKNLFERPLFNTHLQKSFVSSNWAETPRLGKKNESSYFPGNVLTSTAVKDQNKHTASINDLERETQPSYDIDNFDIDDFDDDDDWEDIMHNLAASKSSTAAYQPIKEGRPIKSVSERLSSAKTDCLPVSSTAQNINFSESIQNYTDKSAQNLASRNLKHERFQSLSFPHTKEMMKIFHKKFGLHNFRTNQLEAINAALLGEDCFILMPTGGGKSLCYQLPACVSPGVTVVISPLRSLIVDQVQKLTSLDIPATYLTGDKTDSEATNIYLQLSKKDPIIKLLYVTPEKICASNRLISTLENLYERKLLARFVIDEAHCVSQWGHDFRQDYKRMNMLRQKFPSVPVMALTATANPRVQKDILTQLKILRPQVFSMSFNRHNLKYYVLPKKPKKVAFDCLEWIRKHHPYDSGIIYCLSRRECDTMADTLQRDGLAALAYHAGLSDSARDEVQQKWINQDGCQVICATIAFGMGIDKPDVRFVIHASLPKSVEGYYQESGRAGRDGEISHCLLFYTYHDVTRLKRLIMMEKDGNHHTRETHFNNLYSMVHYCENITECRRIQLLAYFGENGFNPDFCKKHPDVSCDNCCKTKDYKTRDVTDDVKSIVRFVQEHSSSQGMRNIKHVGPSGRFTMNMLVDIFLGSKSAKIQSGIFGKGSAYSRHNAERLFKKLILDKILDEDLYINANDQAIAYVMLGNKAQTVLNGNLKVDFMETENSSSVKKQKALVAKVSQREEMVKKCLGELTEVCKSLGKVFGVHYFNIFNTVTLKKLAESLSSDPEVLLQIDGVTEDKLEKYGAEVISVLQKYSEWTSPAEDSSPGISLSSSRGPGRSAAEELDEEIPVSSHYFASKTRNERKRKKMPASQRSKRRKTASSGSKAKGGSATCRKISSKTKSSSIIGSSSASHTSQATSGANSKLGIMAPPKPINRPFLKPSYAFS
LDHA inh – inhibitors of human lactate dehydrogenase A. activity change, % (values are at about 110 or 230 µM). 480,000 compounds, 0.15% hits. purified LDHA, NADH/diaphorase-resazurin fluorescence; active compounds read low; in the data active = activity change below about -30%; inconclusive = mostly about -25% to -30%;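 note: plate controls were DMSO wells for no effect and wells without enzyme for full effect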
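Remaining NADH was detected by diaphorase (0.133 mg/mL) converting 37 µM resazurin to fluorescent resorufin, read at 0 and 20 minutes. The preceding 5-minute room-temperature reaction used 2 nM LDHA, 0.2 mM sodium pyruvate and 0.06 mM NADH at pH 7.4.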
POLI inh – DNA polymerase iota (human) inhibition | Pol iota fluorescent replication assay, 10 min | Potency, µM (series often up to 115 µM), for inactives: top-dose activity, negative = inhibition, actives largely listed as inhibitors | 390,000 compounds, 1% hits; note: potency is the fitted concentration of half-maximal effect
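Fluorescent replication assay read twice, at 0 min and 10 min after adding 50 nM (final) substrate. Enzyme (10 nM) and compounds were first incubated 15 min at room temperature; enzyme-free buffer wells were negative controls.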
APE1 inh – inhibitors of human APE1 endonuclease | P27695 | recombinant APE1, TAMRA/BHQ-2 abasic DNA cleavage fluorescence | Potency, µM (highest dose often 65.8 µM), for inactives: top-dose activity change, negative = inhibition, most hits filed as inhibitors | 350,000 compounds, 0.35% hits;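 note: potency is the fitted concentration of half-maximal effect; plate controls were vehicle for no effect and reference inhibitor for full effect; nearly all actives have a fitted effect of over 55% in size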
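Substrate: short duplex with […] THF abasic site, 5'-TAMRA and 3'-BHQ-2, 50 nM final. APE1 at 0.75 nM, preincubated 15 min RT with compound. Fluorescence increase from first to third read measured activity.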
* marks the source's active call; other numbers are inactive results; ? = inconclusive; . = no result given; [ ] = dose if it differs, or a comment. Unless noted, calls come from the whole dose curve; as a rule, active = well fitted curve in the direction sought with a large enough effect; inconclusive = small, poorly fitted or top-dose-only effect, or another doubt; inactive = no such curve, though single readings can be large; an effect the other way counts as inactive or inconclusive. These rows are one share of the data; rates above refer to the full screens.

compound | POLB inh | POLI inh | Glioma ERSR ind | APE1 inh | LDHA inh | BLM helicase inh | Pol kappa inh | Anesthetic bind | Pol eta inh
Cc1ncc([N+](=O)[O-])n1CC(=O)Nc1ccccc1 | 4% | 11% | -3% | 4% | -5 | -1% | -14% | -7% | -19%
Cn1cc([N+](=O)[O-])c(C(=O)NCc2ccco2)n1 | -3% | 96%[activator] | 7% | 6% | -2 | 4% | -14% | -7% | -2%
COc1ccc(OC)c(-c2csc(NC(=O)Cc3cccs3)n2)c1 | -16% | 98%[activator] | -4% | -7% | 6 | -10% | -5% | -6% | -25%
COC(=O)c1c(C(=O)OC)c2ccncn2c1Cl | 7% | 4% | -1% | -2% | 2 | -3% | -6% | 1% | -4%
O=C(Oc1cccnc1)c1ccccc1[N+](=O)[O-] | 5% | -2% | -5% | 5% | 0 | 2% | 1% | -8% | -20%
O=c1c([N+](=O)[O-])cccn1Cc1cccc(Br)c1 | 34% | 27% | -9% | 3% | -4 | 2% | -1% | -7% | -11%
COc1cccc(/C=N/n2c(=S)n(C)c3ccccc32)c1OC | -24% | -6% | -2% | 4% | 0 | -11% | -3% | -8% | -7%
CCOC(=O)Nc1ccc(N2CCOCC2)c(S(=O)(=O)N2CCOCC2)c1 | -24% | 21% | -4% | 6% | -2 | -4% | -8% | -1% | -18%
O=C(CSc1nnc(-c2ccccc2F)n1C1CCCCC1)Nc1cc(C(=O)O)ccc1Cl | . | -1% | -3% | 1% | -2 | . | -1% | . | -23%
O=C1N(S(=O)(=O)c2ccccc2F)C(=O)C2(CCCC2)N1S(=O)(=O)c1ccccc1F | 20% | 10% | -1% | -2% | -7 | -3% | -7% | -6% | -9%

compound | POLB inh | POLI inh | Glioma ERSR ind | APE1 inh | LDHA inh | BLM helicase inh | Pol kappa inh | Anesthetic bind | Pol eta inh
CC(C)C(NC(=O)c1cccc(S(=O)(=O)N2CCOCC2)c1)C(=O)NCc1ccc(Cl)cc1 (configuration not stated) | . | 5% | -2% | 25% | 2 | . | 8% | . | -6%
O=C(O)/C=C/C(=O)NCc1ccccc1 | 0% | 21% | -1% | 5% | -2 | 2% | -9% | 0% | -24%
Cc1c(-c2ccccc2Cl)nc2ccccc2c1C(=O)O | 2% | -11% | 4% | -1% | -9 | -18% | -20% | 3% | ?
Cc1ccc(C)c(C(C)NC(=O)C2CCCC2)c1 (configuration not stated) | 8% | 108%[activator] | -5% | 55%[activator] | -3 | -5% | -12% | -20% | -19%
COc1ccccc1OCCC(=O)Nc1ccc2c(c1)OCO2 | . | -5% | 0% | 11% | -1 | . | -6% | . | -10%
O=C(NCCN1CCCCC1)c1ccc(Cn2c(SCc3cccc(F)c3)nc3cccnc32)cc1 | -1% | 35%[activator] | -4% | . | -3 | 7% | 5% | -14% | -16%
O=C(CN1CCCCCC1)Nc1ccc(F)c(F)c1F | 26% | 10% | 1% | -1% | 0 | 1% | -14% | ? | 0%
CCn1cc(CNC(=O)c2cc(COc3ccc(F)cc3Cl)on2)cn1 | 1% | 3% | -2% | -1% | 0 | -7% | -1% | -4% | -7%
Cc1nc(SCC(=O)NC(C)(C)C)c2c(-c3cccs3)csc2n1 | 2% | 33%[activator] | -4% | 8% | 0 | -4% | -19% | -21% | -5%
O=C(NCCS(=O)(=O)N1CCN(c2cccc(Cl)c2)CC1)C1CC1 | . | 32%[activator] | -1% | 7% | -1 | . | -6% | . | -22%

compound | POLB inh | POLI inh | Glioma ERSR ind | APE1 inh | LDHA inh | BLM helicase inh | Pol kappa inh | Anesthetic bind | Pol eta inh
CC(=O)CCS(=O)(=O)c1ccc(Oc2ccc(S(=O)(=O)CCC(C)=O)cc2)cc1 | -2% | 5% | -4% | 5% | -3 | 0% | -8% | -5% | 4%
CC(=O)c1ccc(N2CCN(C(=O)c3cc(-c4ccncc4)nc4ccc(Br)cc34)CC2)cc1 | 3% | -6% | -4% | 9% | 1 | 0% | -11% | -11% | -15%
Cc1[nH]c(=O)c(C#N)c(C)c1CCC(=O)NCc1ccc(Cl)cc1 | 31% | 17% | -3% | -3% | -4 | 1% | -20% | 1% | 0%
CC(C)C(=O)Nc1ccc(C(=O)NNC(=O)NC2CCCCC2)cc1 | 30% | 0% | -3% | 4% | 1 | 0% | 10% | -4% | -13%
Cc1ccccc1NC1(C#N)C(=O)Nc2ccccc21 (configuration not stated) | 12% | 91%[activator] | -2% | ? | 4 | -1% | -2% | -5% | -20%
O=C(CNC(=O)c1cccc(N2C(=O)c3ccccc3C2=O)c1)Nc1ccc(F)c(F)c1 | . | 18% | -4% | 0% | -3 | . | -7% | . | -11%
C[C@@]12CCC3[C@@](CC[C@@H]4[C@](C)(C(=O)O)CCC[C@@]34C)(C[C@H]1O)C2 (some centres not stated) | 34% | 4% | 0% | -9% | -13 | 1% | -17% | 4% | -19%
CC1(c2ccc3ccccc3c2)NC(=O)N(CC(=O)N2CCC(C(N)=O)CC2)C1=O (configuration not stated) | . | 35%[activator] | 0% | 2% | -12 | . | -6% | . | 5%
CCC(=O)N1c2ccccc2CC1C(=O)NCc1ccc(OC(C)C)cc1 (configuration not stated) | ? | -8% | -3% | . | -3 | -2% | -9%[60.1 µM] | -8% | -1%
Cn1c(=O)n(CCc2ccccc2)c(=O)c2c1nc1n2CCN1c1ccc(Cl)cc1 | 0% | 12% | -2% | . | -4 | 3% | 11% | -10% | -9%

compound | POLB inh | POLI inh | Glioma ERSR ind | APE1 inh | LDHA inh | BLM helicase inh | Pol kappa inh | Anesthetic bind | Pol eta inh
Cc1noc(C)c1S(=O)(=O)N1CCCC(C(=O)c2cccc(OC(C)C)c2)C1 (configuration not stated) | -1% | ? | -3% | -2% | -11 | -5% | ? | ? | -25%
O=C(CSc1nc2ccccc2[nH]1)c1cccs1 | 20% | ? | -2% | 16% | 1 | -5% | -13% | ? | 9%
COc1cccc(OCc2cc(C(=O)NCc3cnc4ccccn34)no2)c1 | 5% | 28% | -5% | 60%[activator] | 0 | -3% | 1% | ? | -24%
CN(c1ccccc1)c1nc(N)c([N+](=O)[O-])c(NCc2ccco2)n1 | -4% | -27% | 1% | 13% | 3 | -5% | -9% | -6% | -20%
CS(=O)(=O)N1N=C(c2ccco2)CC1c1cccc([N+](=O)[O-])c1 (configuration not stated) | -1% | 61%[activator] | -4% | 12% | -4 | -5% | -10% | 5% | -21%
Cc1ccc(N2CCN(C(=O)NC3CCCCC3)CC2)c(C)c1 | 2% | -12% | 6% | 33% | 1 | -1% | 7% | -7% | -12%
O=C(Nc1ccc2c(c1)OCO2)Nc1ccccc1F | -2% | 31%[activator] | -1% | 28% | 1 | 0% | 2% | -2% | -15%
Cc1[nH]c2ccccc2c1C(c1ccncc1)N1CCN(c2ccc(F)cc2)CC1 (configuration not stated) | -10% | -3% | -5% | 1% | 1 | -14% | -19% | -4% | -18%
COc1ccc(Br)cc1CNc1ccc2[nH]c(=O)[nH]c2c1 | 37% | 9% | -3% | 1% | 2 | -6% | -4% | -17% | -24%
COc1ccc(S(=O)(=O)N2CCN(CCOc3ccc(Br)cc3)CC2)cc1OC | . | 8% | -2% | 43% | -8 | . | -6% | . | -10%

Ordered by length of the SMILES (largest number first): some entries from above
compound | POLB inh | POLI inh | Glioma ERSR ind | APE1 inh | LDHA inh | BLM helicase inh | Pol kappa inh | Anesthetic bind | Pol eta inh
CC(C)C(NC(=O)c1cccc(S(=O)(=O)N2CCOCC2)c1)C(=O)NCc1ccc(Cl)cc1 (configuration not stated) | . | 5% | -2% | 25% | 2 | . | 8% | . | -6%
O=C(NCCN1CCCCC1)c1ccc(Cn2c(SCc3cccc(F)c3)nc3cccnc32)cc1 | -1% | 35%[activator] | -4% | . | -3 | 7% | 5% | -14% | -16%
Cc1noc(C)c1S(=O)(=O)N1CCCC(C(=O)c2cccc(OC(C)C)c2)C1 (configuration not stated) | -1% | ? | -3% | -2% | -11 | -5% | ? | ? | -25%
CCC(=O)N1c2ccccc2CC1C(=O)NCc1ccc(OC(C)C)cc1 (configuration not stated) | ? | -8% | -3% | . | -3 | -2% | -9%[60.1 µM] | -8% | -1%
CCn1cc(CNC(=O)c2cc(COc3ccc(F)cc3Cl)on2)cn1 | 1% | 3% | -2% | -1% | 0 | -7% | -1% | -4% | -7%
COc1ccc(Br)cc1CNc1ccc2[nH]c(=O)[nH]c2c1 | 37% | 9% | -3% | 1% | 2 | -6% | -4% | -17% | -24%
O=c1c([N+](=O)[O-])cccn1Cc1cccc(Br)c1 | 34% | 27% | -9% | 3% | -4 | 2% | -1% | -7% | -11%
O=C(Oc1cccnc1)c1ccccc1[N+](=O)[O-] | 5% | -2% | -5% | 5% | 0 | 2% | 1% | -8% | -20%
O=C(CN1CCCCCC1)Nc1ccc(F)c(F)c1F | 26% | 10% | 1% | -1% | 0 | 1% | -14% | ? | 0%

Later entries.
compound | POLB inh | POLI inh | Glioma ERSR ind | APE1 inh | LDHA inh | BLM helicase inh | Pol kappa inh | Anesthetic bind | Pol eta inh
Cc1cc(-c2ccc(C(C)C)c(S(=O)(=O)N3CCC(C)CC3)c2)on1 | 1% | -14% | -3% | -26% | -9 | -10% | -7% | 70%[activator] | -12%
O=C(O)c1ccc(CCN2CCN(CC=Cc3ccc(Cl)cc3)CC2)cc1 | . | . | 2% | 14% | . | 4% | ? | 5% | .
CC1(C)Cc2c(sc(/N=C/N3CCCCCC3)c2C#N)C(C)(C)N1 | 0% | 17% | 4% | 0% | 1 | -2% | 1% | -4% | -17%
COc1ccc(CCNC(=O)CCc2ccc(S(=O)(=O)NCC(C)C)cc2)cc1OC | 83% | 12% | -3% | 0% | 0 | 1% | 5% | -7% | -10%
Cc1ccc(-c2nn(-c3ccc(F)cc3)c3c2cnc2cc(F)c(F)cc23)cc1 | 4% | 93%[activator] | -3% | . | -2 | -3% | -19% | -6% | -13%
